High-throughput results as filed in PubChem.
IL1B secr inh – inhibitors of inflammasome signaling (IL-1 beta secretion); THP-1 LPS/ATP IL-1B secretion, AlphaLISA, 16 h; stronger effect = lower value; activity change, % at 57.5 µM; 360,000 tested, 4.7% active; in the data active = activity change below about -50%; inconclusive = mostly about -30% to -49%; also: % is scaled to controls: 0 for no effect and ±100 for the full control effect
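Secreted IL-1B measured by AlphaLISA bead assay after 16 h compound exposure of THP-1 cells; compounds (final up to 57.5 uM) added 1 h before LPS (250 ng/mL) and ATP (1.25 mM) stimulation; lower signal means less secretion.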
MCF10A rereplic – DNA re-replication induction in MCF 10a cells | 350,000 tested, 2.9% active | MCF 10A DNA re-replication, Hoechst nuclear intensity, 48 h | Potency, µM (top dose mostly 46.1 µM), for the others: top-dose activity, positive = re-replication, usual class: activators; also: potency is read from the fitted curve at half-maximal effect; % of control where 0% means no effect; nearly all actives have a fitted effect of over 50% in size
HT1080-NT tox – kills 2HG-producing HT-1080-NT fibrosarcoma cells; Potency, µM (series often up to 46.1 µM), without a hit: at the top dose activity, negative = less viability, usual class: cytotoxic; 360,000 tested, 1.6% active; HT-1080-NT fibrosarcoma viability, CellTiter-Glo ATP luminescence, 48 h;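 also: NT is the 2HG producing partner of a matched IDH1 knockdown line; potency is read from the fitted curve at half-maximal effect; 0% = DMSO-treated cells and -100% = media-only wells without cells; nearly all actives have a fitted effect of over 55% in size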
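Read-out is CellTiter-Glo luminescence after 10 minutes at room temperature, following 48 hours' compound treatment of HT-1080-NT cells (750 cells/well, RPMI, 5% FBS, 37 degrees C).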
SW480 rerep – DNA re-replication induction in SW480 cells; 340,000 tested, 1.8% active; SW480 DNA re-replication, Hoechst DNA content imaging, 48 h; Potency, µM (titrated, usually from 46.1 µM), inactives show at the highest dose re-replication activation, usual class: activators; also: potency is read from the fitted curve at half-maximal effect; % of control where 0% means no effect; nearly all actives have a fitted effect of over 55% in size
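Cells (250 per well) received 23 nL compound or DMSO by pin tool and were kept 48 hr at 37 C, 5% CO2. Nuclei were then stained with Hoechst for 40 min and scanned for DNA content.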
ATXN viability – viability counter-screen for ATXN expression inhibitors; S2 cells (HEK-293 line with an ATXN2-luciferase reporter) viability, CellTiter-Fluor protease fluorescence, 24 h; Potency, µM (series often up to 56.7 µM), actives largely listed as cytotoxic; AID 651635; 400,000 tested, 0.49% active; also: potency is read from the fitted curve at half-maximal effect; nearly all actives have a fitted effect of over 40% in size
KB-V1 cytotox – KB-V1 MDR subline cytotoxicity; KB-V1 MDR cells viability, CellTiter-Glo, 72 h; Potency, µM (top dose mostly 46.1 µM), for the others: at the highest dose activity change, negative = cytotoxicity, hits mostly cytotoxic; 400,000 tested, 3.4% active; also: potency is read from the fitted curve at half-maximal effect; % is scaled to controls: 0 for no effect and ±100 for the full control effect; nearly all actives have a fitted effect of over 60% in size
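Cytotoxicity via CellTiter-Glo luminescence after 72 h compound exposure at 37 degrees C. Cells: drug-selected KB-V1 line, DMEM phenol-red free plus 10% FBS. Compounds tested at multiple concentrations; normalized data fitted to concentration-effect curves.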
ATXN2 expr inh – reduces ATXN2 reporter expression in HEK-293 cells. Potency, µM (doses to about 57 µM), without a hit: top-dose activity change, negative = inhibition, most hits filed as inhibitors. 360,000 tested, 0.72% active. HEK-293 ATXN2-luciferase reporter, luminescence, 24 h; also: potency is read from the fitted curve at half-maximal effect; % is scaled to controls: 0 for no effect and ±100 for the full control effect; nearly all actives have a fitted effect of over 55% in size
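qHTS (up to 57 uM final) was run with 24 h compound exposure of reporter cells at 37 °C. Each well was multiplexed: SteadyGlo luminescence measured ATXN2-luciferase expression after a fluorogenic Gly-Phe-AFC viability readout (25 uM final).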
HT1080 IDH1KD tx – HT-1080 IDH1 knockdown cell toxicity (counter line) | AID 686971 | HT-1080 IDH1 knockdown viability, ATP luminescence, 48 h | 360,000 tested, 2% active | Potency, µM (titrated, usually from 46.1 µM), for the others: top-dose activity, negative = toxicity, actives largely listed as cytotoxic;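 also: potency is read from the fitted curve at half-maximal effect; 0% = DMSO wells and -100% = cell-free medium wells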
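In this qHTS, HT-1080 cells depleted of IDH1 are exposed for 48 h at 37 °C to compound titrations. Toxicity is scored from CellTiter-Glo luminescence, with DMSO as full viability and medium alone as none.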
KB-3-1 cytotox – KB-3-1 parental cell cytotoxicity | KB-3-1 viability, CellTiter-Glo ATP luminescence, 72 h | Potency, µM (series often up to 46.1 µM), without a hit: at the highest dose activity change, negative = cytotoxic, hits mostly cytotoxic | 400,000 tested, 1.4% active | AID 1347075; also: potency is read from the fitted curve at half-maximal effect; % is scaled to controls: 0 for no effect and ±100 for the full control effect; nearly all actives have a fitted effect of over 60% in size
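Here the drug-naive KB-3-1 line serves as comparator for MDR sub-line selectivity; cells received compound titrations, 72 h at 37 °C, then CellTiter-Glo readout.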
Numbers without * were called inactive; i = inactive; ? = inconclusive; . = no result given; [ ] = another dose, or the depositor's remark. Unless noted, calls follow the shape of the dose curve; as a rule, active = well fitted curve in the direction sought with a large enough effect; inconclusive = small, poorly fitted or top-dose-only effect, or another doubt; inactive = no such curve, though single readings can be large; an effect the other way counts as inactive or inconclusive.

| molecule | IL1B secr inh | ATXN viability | KB-3-1 cytotox | SW480 rerep | ATXN2 expr inh | HT1080 IDH1KD tx | MCF10A rereplic | KB-V1 cytotox | HT1080-NT tox |
| --- | --- | --- | --- | --- | --- | --- | --- | --- | --- |
| COc1cccc(C(=O)NCCS(=O)(=O)NCc2ccc3c(c2)OCO3)c1 | -8.2 | i | 3.7% | -6.1% | 2.2% | -5.5% | 6.7% | 18.4µM* | -12.3% |
| Cc1ccc(C)c(SCC(=O)NC2CCS(=O)(=O)C2)c1 (stereo not given) | 8.8 | ? | 0.0% | -2.1% | -1.0% | 1.1% | -1.8% | 22.8% | 8.7% |
| O=C(Nc1ccccc1)c1ccccc1NS(=O)(=O)c1ccc(Cl)s1 | -0.3 | ? | 5.17µM* | 0.8% | ? | ? | 10.3% | 4.11µM* | ? |
| COC(=O)[C@]12C(=O)C(C)=C(O)[C@@]1(C)C(C)=CC1[C@@]34CC[C@@H](OC(C)=O)C(C)(C)C3C(C[C@]12C)OC4=O (stereo not given in full) | 1.1 | i | -9.5% | -4.4% | -0.9% | 7.3% | 3.7% | 0.0% | -5.1% |
| CC(C)N(C)C1CCN(C(=O)Nc2ccc(Cl)cc2)CC1 | -8.2 | i | -7.1% | 0.2% | -11.1% | -13.4% | -27.1% | 14.5% | -1.3% |
| Cc1ccc(-c2ccc(=O)[nH]n2)cc1 | 0.0 | i | -17.6% | 0.1% | 6.7% | 9.4% | 0.3% | ? | 13.0% |
| Cc1cc(N2CCC(C(=O)Nc3ccc(F)cc3F)CC2)n2nc(C)c(-c3ccc(Cl)cc3)c2n1 | . | ? | 6.1% | . | -1.9% | . | . | 0.0% | . |
| CSc1ccccc1C(=O)Nc1ncn[nH]1 | 17.9 | i | 11.0% | 0.2% | . | -5.9% | 0.1% | 8.9% | -3.6% |
| COc1cccc(NC(=O)C2C3CCC4C(CCC32)C4(Cl)Cl)c1 (stereo not given) | 18.5 | i | -7.1% | -116.4%[inhibitor] | 8.3% | -10.5% | 3.6% | 11.6µM* | 2.6% |
| COC(=O)c1ccccc1NC(=O)COC(=O)c1ccccc1N=Nc1ccc(N(C)C)cc1 | 0.0 | i | -2.9% | 8.0% | 35.4% | -4.7% | ? | -23.5% | -2.2% |
| Cc1ccc(-n2ncc3c(N4CCN(c5ccccc5)CC4)ncnc32)c(C)c1 | -69.2* | i | ? | 8.5% | 0.0% | -5.0% | ? | 2.31µM* | -1.9% |
| O=c1c2ccccc2c(-c2ccccc2)nn1Cc1ccc(Cl)cc1 | -8.0 | i | -3.1% | -1.1% | 2.1% | ? | 26.6% | -22.4% | -15.9% |
| Cc1c(CCO)c(=O)n2c([nH]c3ccccc32)c1C#N | -3.4 | i | 2.0% | -6.9% | -18.1% | -8.0% | -3.7% | -1.9% | -1.8% |
| CC(=O)Oc1ccc(C(=O)Nn2cnnc2)cc1 | 11.8 | i | -1.0% | 0.6% | 2.0% | -2.5% | 0.9% | 16.7% | -3.9% |
| Cc1cc(C(F)(F)F)nn1Cc1ccc(C(=O)NCc2ccco2)o1 | -18.6 | i | -0.2% | -2.5% | -0.7% | ? | -0.3% | 1.0% | -1.3% |
| CCOc1ccccc1-c1cc(C(=O)Nc2ccc(C(=O)O)cc2)c2ccccc2n1 | 24.0 | i | 5.9% | 12.1% | -3.8% | -5.0% | ? | -0.2% | 0.8% |
| COc1ccc(S(=O)(=O)Nc2ccc(C)cn2)cc1 | 45.6 | i | -8.0% | 2.4% | -18.7% | 25.5% | 1.2% | -3.6% | -6.3% |
| Cc1cc(O)c(-c2cc(C(=O)Nc3ccc(S(=O)(=O)N4CCOCC4)cc3)[nH]n2)cc1C | -104.8* | i | ? | ? | ? | 10µM* | ? | ? | 14.1µM* |
| CCN(CC)C(=O)c1ccccc1NS(=O)(=O)c1ccc(OC)c(C(=O)N2CCOCC2)c1 | 14.5 | ? | 11.0% | -0.3% | -5.2% | 23.3% | -0.5% | 1.0% | 18.8% |
| COc1ccc(NC(=O)C2Cc3c(-c4ccccc4Oc4ccccc4)ccnc3O2)cc1 (stereo not given) | ? | ? | -1.6% | . | -17.8% | -23.5% | . | -4.3% | -0.1% |
| CC1CCCC(NC(=O)CSc2n[nH]c(N)n2)C1C (stereo not given) | 7.7 | i | 14.6% | 0.1% | 6.2% | 0.4% | 1.1% | 15.4% | 3.3% |
| O=C(COC(=O)c1ccc(Cl)nc1)Nc1ccc(S(=O)(=O)N2CCCC2)cc1 | 13.5 | i | 0.9% | -7.7% | -5.5% | 4.8% | -0.1% | 1.4% | 9.7% |
| CC(NC(=O)C(NC(=O)C1CCCN1C(=O)OC(C)(C)C)C(C)C)C(N)=O (stereo not given) | 1.9 | i | 3.9% | ? | -1.3% | 8.4% | 2.3% | -9.0% | 1.3% |
| Cc1ccccc1NC(=O)Nc1ccc2c(c1)OCO2 | 28.4 | i | -19.0% | -1.5% | 37.3%[activator] | -3.8% | -4.4% | 12.1% | 0.2% |
| CCCC(=O)N(Cc1cc(=O)[nH]c2ccccc12)c1ccc(C)cc1C | 34.4 | i | -1.3% | 13.7% | . | 0.0% | -15.6% | -1.6% | -0.5% |
| COCc1ccc(C(=O)NC(C)c2cnn(-c3ccccc3C)c2C)o1 (stereo not given) | 21.9 | i | -1.4% | 2.7% | 25.9% | 6.7% | 10.1% | 1.3% | 11.7% |
| Cc1ccccc1-c1cc2nc(NCc3ccc4occc4c3)n(C)c(=O)c2s1 | -9.7 | i | ? | . | -10.0% | 23.1% | . | ? | 22.7% |
| COc1cc(C)c(S(=O)(=O)NCc2cccnc2)cc1C | 15.4 | i | 3.0% | -8.6% | . | -1.6% | 3.4% | -9.7% | 0.5% |
| Cc1ccc(-c2nc(N3CCOCC3)sc2C(=O)N2CCOCC2)cc1 | 7.9 | i | 9.2% | -6.5% | 18.7% | 2.6% | 0.3% | 16.8% | 12.3% |
| CCOc1cc(CNCc2cccs2)cc(Br)c1OCC | ? | i | ? | ? | -20.9% | ? | 27.2% | -14.8% | ? |
| CC(C)(C)c1ccc(C(=O)N2CCN(C(=O)C3CCCCC3)CC2)cc1 | -10.3 | i | ? | -1.5% | 0.6% | 6.7% | 25.6% | ? | 4.7% |
| O=C(NC1CCOCC1)C1CCC(=O)N(CCc2cccc(F)c2)C1 (stereo not given) | -2.7 | i | -2.4% | 0.5% | 6.9% | 5.0% | 2.9% | 2.0% | 10.0% |
| O=C(Nc1cccc(S(=O)(=O)NC2=NCCC2)c1)c1cn(-c2ccccc2)nc1-c1ccc(F)cc1 | ? | ? | ? | -9.2% | -22.9% | ? | -0.4% | 3.0% | ? |
| OC(c1cccc(Cl)c1)c1nc(-c2cccc3cccnc23)cs1 (stereo not given) | -2.0 | i | 0.0% | . | 14.9% | 1.9% | . | -2.2% | 17.7% |
| CC(Oc1ccc(F)cc1)C(=O)Nc1ccccc1N1CCCCC1 (stereo not given) | -11.8 | i | ? | 12.4% | -21.1% | -1.3% | 27.3% | -78.4% | -5.2% |
| O=C1NC(c2ccc(Cl)cc2)Nc2ccccc21 (stereo not given) | 24.8 | i | 0.5% | -9.4% | -25.9% | 4.9% | -41.0%[inhibitor] | -8.7% | -7.4% |
| O=C(COc1ccccc1Cl)Nc1cccc(S(=O)(=O)N2CCCC2)c1 | -20.5 | i | -9.0% | -13.9% | -16.6% | 0.3% | ? | -7.1% | -1.1%[9.24 µM] |
| O=[N+]([O-])c1cc(F)c2cccnc2c1O | 30.2 | ? | ? | ? | . | ? | ? | -7.9% | -26.1% |
| O=C(c1cc(COc2c(F)cccc2F)on1)N1CCC(c2ccccc2F)C1 (stereo not given) | ? | i | 6.2% | ? | 0.0% | 18.3% | -14.1% | -12.0% | 28.4% |
| O=C(c1ccc(COCC(F)(F)F)cc1)N1CCN(c2ccccn2)CC1 | 11.0 | i | 4.1% | -10.7% | -0.8% | -2.3% | -4.9% | -7.4% | -20.7% |
| O=C(Nc1ccccc1)Oc1cccc2cccnc12 | -91.6* | i | ? | ? | -7.2% | -1.2% | 4.11µM* | 0.0% | 1.5% |
| CCC1(C)CC(CC(=O)O)(c2ccccc2OC)CCO1 (stereo not given) | 23.7 | i | 12.1% | -7.8% | -3.3% | 2.0%[9.24 µM] | -0.2% | -0.6% | 1.1% |
| COC(=O)c1ccncc1C(=O)Nc1ccc(Oc2ncc(C(F)(F)F)cc2Cl)cc1 | 21.5 | i | 16.7% | -5.2% | 12.5% | 4.1% | 21.9% | 5.4% | 5.7% |
| CCOc1ccc(C(C)NC(=O)C2CCN(S(=O)(=O)c3ccc(OC)cc3)CC2)cc1OCC (stereo not given) | -13.0 | ? | 1.6% | 4.2% | -4.9% | 1.2% | 0.8% | 20.6µM* | 0.9% |
| Cc1cc(C)nc(SCc2ccc(C(=O)N/N=C/C3CCCCC3)cc2)n1 | 25.8 | i | -3.0% | ? | -30.1% | 8.1% | 4.2% | -0.7% | -1.8% |
| O=C(NCC1CCCO1)c1ccc2c(=O)n(-c3ccc(F)cc3)c(=S)[nH]c2c1 (stereo not given) | 62.8 | ? | -8.2% | -1.4% | -1.1%[11.3 µM] | -1.9% | -4.8% | 11.6% | -0.9% |
| COC(=O)c1ccc(CN(C)S(=O)(=O)c2cccs2)cc1 | 17.1 | i | 2.9% | -0.9% | 22.9% | 3.5% | 1.6% | -0.2% | 16.1% |

Exported with each value named: 2 of the compounds above.
> O=C(NCC1CCCO1)c1ccc2c(=O)n(-c3ccc(F)cc3)c(=S)[nH]c2c1 (stereo not given)
  IL1B secr inh: 62.8; ATXN viability: ?; KB-3-1 cytotox: -8.2%; SW480 rerep: -1.4%; ATXN2 expr inh: -1.1%[11.3 µM]; HT1080 IDH1KD tx: -1.9%; MCF10A rereplic: -4.8%; KB-V1 cytotox: 11.6%; HT1080-NT tox: -0.9%

> COC(=O)c1ccc(CN(C)S(=O)(=O)c2cccs2)cc1
  IL1B secr inh: 17.1; ATXN viability: i; KB-3-1 cytotox: 2.9%; SW480 rerep: -0.9%; ATXN2 expr inh: 22.9%; HT1080 IDH1KD tx: 3.5%; MCF10A rereplic: 1.6%; KB-V1 cytotox: -0.2%; HT1080-NT tox: 16.1%
